# Screens as filed in PubChem BioAssay.
# HSP90 inh = blocks HSP90-mediated luciferase refolding in reticulocyte lysate; Rabbit reticulocyte lysate, luciferase refolding luminescence, 3 h; inhibition, % at 5.6 µM; 290,000 compounds, 0.91% hits;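 active = inhibition above the screen-wide mean plus 3 SD, computed separately per campaign, cut at about 16% in these data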;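 note: 0% = DMSO wells and 100% = 60 µM geldanamycin wells; inhibitors lower the luminescence because luciferase stays unfolded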
# aSyn 5UTR inh = MLPCN primary screen, SNCA 5' untranslated region | AID 1813 | inhibition, % (tested at 7.5 µM) | alpha-synuclein 5'UTR reporter, inhibitor activity | 300,000 compounds, 0.82% hits; in the data active = inhibition above about 60%;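 note: H4 neuroglioblastoma cells stably carrying SNCA 5'UTR luciferase fusion; 0% = DMSO wells and 100% = positive control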
# IEC-6 tox = counter-screen for KLF5 inhibitors: cytotoxicity in IEC-6 cells. 290,000 compounds, 0.78% hits. AID 1825. IEC-6 cytotoxicity, luminescence viability. inhibition, % at 5 µM; in the data active = inhibition above about 22%;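 note: 0% = plate median of test compound wells and 100% = cytotoxic reference compound wells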
# PolyA inh = inhibitors of polyadenylation in S. cerevisiae | calls only at 12 µM | S. cerevisiae SKY197-pL101 polyadenylation reporter, beta-gal luminescence; efflux-impaired pdr1/pdr3 knockout yeast; score 100 = 6 SD above DMSO | 300,000 compounds, 0.02% hits;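 active = lowest replicate activity score at least 50, where 100 means six control SD above control mean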;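 note: yeast exposed to compound for 9 h at 30 °C; higher score means more reporter readthrough which indicates perturbed polyadenylation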
# HSF1 inh = HSF1 inhibition; NIH3T3-HGL HSE-luciferase, MG132-induced, luminescence 8 h; stronger effect = lower value; activity change, negative = inhibition, % at 7.5 µM (by protocol); 300,000 compounds, 0.77% hits; AID 2098;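 active = more than half of replicate wells show activity change below -50%, luminescence cut by over half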;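 note: luciferase reports HSF-1 transcriptional activity via heat shock element; 0% = median of DMSO wells and -100% = zero luminescence signal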
# HSF-1 act = increases HSF-1 driven luciferase reporter signal | NIH3T3-HGL HSF-1 luciferase reporter, MG132, 8 h; 100% = twice DMSO control signal | activation, % at 9 µM | 300,000 compounds, 1.7% hits | AID 504408;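 active = mean replicate activation of at least 50% with a set share of replicates each reaching 50%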;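 note: 0% = median of the neutral control wells and 100% = twice that signal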
# KLF5 inhibitor = inhibitors of KLF5 expression; DLD-1 KLF5 promoter-luciferase reporter, luminescence; inhibition, % at 5 µM; 290,000 compounds, 0.23% hits; AID 1700;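 active = inhibition above a per-plate limit of that plate's mean compound inhibition plus 3 SD, cut at about 60% in these data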;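 note: 0% = DMSO wells and 100% = LY294002 at 200 µM; higher means less KLF5 promoter-driven luciferase light; inactives centre near -14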
# AI-2 QS modul = modulators of Vibrio harveyi AI-2 quorum sensing system; Vibrio harveyi JMH597 AI-2 luminescence/OD600 ratio, 9 h; stronger effect = lower value; strain lacks LuxN and CqsS sensors; 0 = neutral-control median; activity change, % at 7.5 µM; 300,000 compounds, 0.4% hits; AID 2094; in the data active = activity change below about -75%, passing the limit was not always enough;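 note: luminescence divided by OD600 gain over 9 h not by final OD600 alone; inactives centre near 13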
# GSK3B inh = human GSK3beta kinase inhibition | P49841 | GST-GSK3beta kinase, ADP-Glo luminescence, 60 min; stronger effect = lower value | activity score (negative = inhibition), % at 10 µM | 300,000 compounds, 0.038% hits | AID 2097;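 active = more than half of replicate wells score below -50%, meaning over 50% inhibition versus plate controls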;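 note: 0% = median DMSO wells and -100% = median GW8510 positive control wells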
# Target sequence (P49841 whole entry, looked up): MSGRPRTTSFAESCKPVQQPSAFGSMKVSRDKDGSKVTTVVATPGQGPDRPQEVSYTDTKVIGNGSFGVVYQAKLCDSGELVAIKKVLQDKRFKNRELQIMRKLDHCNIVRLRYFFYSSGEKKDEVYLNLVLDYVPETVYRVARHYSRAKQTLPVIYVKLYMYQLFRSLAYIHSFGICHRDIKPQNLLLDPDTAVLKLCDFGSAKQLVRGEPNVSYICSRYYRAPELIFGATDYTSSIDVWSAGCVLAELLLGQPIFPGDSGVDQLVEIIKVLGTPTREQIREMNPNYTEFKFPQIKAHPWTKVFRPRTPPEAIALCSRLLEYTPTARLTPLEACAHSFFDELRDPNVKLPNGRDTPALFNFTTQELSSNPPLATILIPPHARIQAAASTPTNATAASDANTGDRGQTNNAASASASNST
#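 Test system: GST-fused GSK3beta enzyme, cell-free | Quantity: 1.6 ng GST-GSK3beta enzyme per well | Reagent: 25 µM ATP with peptide substrate | Schedule: 60 min enzyme reaction, room temperature | Signal: Luminescent ADP-Glo measurement of ADP formed | Read-out basis: Score relative to plate controls | Control set: DMSO and 20 µM GW8510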
# GSK3A inh = blocks human GSK-3 alpha kinase; inhibition, % at 10 µM; 320,000 compounds, 0.1% hits; P49840; ADP-Glo luminescence, 60 min;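 in the data active = inhibition above about 50%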;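 note: GST-tagged GSK-3 alpha with peptide substrate and 25 µM ATP; 0% = DMSO neutral wells and 100% = GW8510 positive control wells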
# Target sequence (P49840 whole entry, looked up): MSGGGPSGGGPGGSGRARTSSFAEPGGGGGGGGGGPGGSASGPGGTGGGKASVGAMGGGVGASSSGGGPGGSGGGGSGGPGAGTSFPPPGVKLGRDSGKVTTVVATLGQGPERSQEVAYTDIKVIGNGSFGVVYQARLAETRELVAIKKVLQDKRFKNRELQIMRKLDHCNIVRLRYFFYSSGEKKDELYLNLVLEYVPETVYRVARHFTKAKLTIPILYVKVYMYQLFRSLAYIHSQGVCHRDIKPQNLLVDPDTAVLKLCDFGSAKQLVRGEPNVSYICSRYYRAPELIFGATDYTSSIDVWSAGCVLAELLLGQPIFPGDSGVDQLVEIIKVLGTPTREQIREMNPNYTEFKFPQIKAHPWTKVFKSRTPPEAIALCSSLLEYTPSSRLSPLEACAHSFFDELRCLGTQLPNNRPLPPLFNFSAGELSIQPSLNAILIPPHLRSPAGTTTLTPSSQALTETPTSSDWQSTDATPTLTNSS
# Numbers without * were called inactive; i = inactive; . = not tested or not shown.
item	compound	HSP90 inh	aSyn 5UTR inh	IEC-6 tox	PolyA inh	HSF1 inh	HSF-1 act	KLF5 inhibitor	AI-2 QS modul	GSK3B inh	GSK3A inh
1	O=C(Nc1ccccc1)C1CC(=O)N(c2ccc3c4c(cccc24)CC3)C1 (stereo unspecified)	-2	-3	5	i	-1	-11	-1	22	4	3
2	COc1ccc(-n2ccnc2SCC(=O)Nc2ccccc2)cc1	1	-34	-2	i	1	-25	-9	3	3	-2
3	CN=C(C)/C(C(=O)OC)=C(/O)c1c(F)cccc1F	1	-12	-2	i	-3	12	1	23	2	-1
4	Cc1cc(C)cc(NC(=S)NCCN(C2CCCCC2)C2CCCC2)c1	4	-10	10	i	-1	-4	-6	23	2	1
5	CCOc1ccc(CC(=O)OCc2cc(=O)n3cc(Br)ccc3n2)cc1	2	.	-2	.	.	.	-22	25	3	1
6	Cc1cccc(C)c1NC(=O)CN(C)C(=O)CN1C(=O)NC2(CCCC2)C1=O	.	-2	.	i	-9	-18	.	19	5	1
7	CC(C)(C)c1ccc(OCC(O)CN(CCO)CC(O)Cn2ccc3ccccc32)cc1 (stereo unspecified)	-1	4	-3	i	3	2	-8	25	1	3
8	Cc1cc(C)cc(NC(=O)CCCn2nc(C)c3c(C)n(-c4ccccc4)nc3c2=O)c1	0	13	2	i	-2	26	-10	-3	1	-1
9	CC1(C)OC(c2ccccc2)=C/C(=C/C=Nc2ccccc2)O1	-2	-11	1	i	2	5	-20	20	2	-2
10	COc1ccccc1-c1c(C#N)c(SCC(=O)N2CCCC2)nc(C)c1C(N)=O	0	23	-3	i	0	2	-22	50	2	.
11	CC(CNC(=S)Nc1cc(F)cc(F)c1)CSc1ccc(Cl)cc1 (stereo unspecified)	5	32	-1	i	-1	4	14	-5	6	-3
12	COc1ccc2c(C)nc(Nc3nc(C)cc(C)n3)nc2c1	-4	-6	4	i	7	-2	-8	21	3	.
13	Cc1ccc(S(=O)(=O)N2CCCCC2)cc1C(=O)NCc1ccncc1	-3	-15	3	i	-4	6	-9	.	.	0
14	NC(=O)c1c(NC(=O)c2ccccc2)sc2c1CCc1ccccc1-2	6	-211	4	i	40	74*	-6	19	1	3
15	C=CCN1C=C2C(=O)C(C)(OC(=O)c3ccco3)C(=O)C(C=C)=C2C=C1C1CC1 (stereo unspecified)	.	7	.	i	4	7	.	20	1	-2
16	Cc1cc(NC(=O)CSc2nnc(COc3cccc(C)c3C)n2C)no1	-2	31	-6	i	3	-10	-38	19	-3	-1
17	O=C1C=C(c2ccccc2)CC(/C=C/c2ccccc2)C1 (stereo unspecified)	-3	7	0	i	70	98*	-10	21	3	-1
18	CN(CC(=O)Nc1ccc(F)c(F)c1F)C(=O)C1CCC1	.	4	.	i	-1	-14	.	17	-24	-2
19	Oc1c(Cl)cc(Cl)cc1CNc1ccc(Br)cn1	0	-28	2	i	2	6	-66	18	4	2
20	Cc1cccc(NC(=O)CN2C(=O)N/C(=C/c3ccc(-c4cccc(C(=O)O)c4C)o3)C2=O)c1	4	12	-2	i	-2	-15	4	4	1	-1
21	O=C(COc1cccnc1[N+](=O)[O-])NCCc1ccc(Cl)cc1	4	28	3	i	9	10	10	20	0	1
22	CSc1nnc(-c2ccccc2)c(=O)[nH]1	3	20	-4	i	0	-9	11	24	-19	-1
23	O=C(COC(=O)C1CC1)Nc1ccc2c(c1)OCO2	-1	12	-4	i	7	31	-41	-16	0	0
24	O=C(O)CC1=C(Nc2ccccc2)C(=O)N(c2ccccc2)C1c1ccc(F)cc1 (stereo unspecified)	-2	-83	-4	i	14	23	-52	7	4	0
25	Cc1cccc(NC(=O)NNC(=O)c2ccc3ccccc3c2O)c1	-1	12	4	i	-3	-9	4	11	-2	-3
26	CC[C@@H](C)[C@H](NC(=O)CNC(=O)Cc1c(C)c2c(cc(C)c3c(C)coc32)oc1=O)C(=O)O	5	11	2	i	3	-4	-14	8	3	-1
27	COc1cccc(C(=O)NC2CCN(CC(=O)Nc3cccc(C)c3C)CC2)c1	3	-4	0	i	.	.	-22	6	-1	-1
28	CC(=O)c1c(C)nn(C(=O)c2cccs2)c1C	-1	-14	-4	i	-1	-5	-8	28	-1	-2
29	Cc1ccc(C(=O)C2=C(O)C(=O)N(c3ncccn3)C2c2ccc(F)cc2)o1 (stereo unspecified)	-4	6	6	i	4	0	-16	-19	0	0
30	CC(C)(C)CC(=O)N1CCC(c2nc3c(nnn3Cc3c(F)cccc3Cl)c(=O)[nH]2)CC1	-5	26	-6	i	1	-10	-3	-2	-5	16
31	Cc1c(Br)c([N+](=O)[O-])nn1CCCC(=O)NC(C)c1ccccc1 (stereo unspecified)	3	6	1	i	-8	7	-5	8	0	-2
32	Cc1ccccc1OCc1csc(N)n1	2	-21	4	i	2	7	4	17	3	-3
33	CCCN(CCC)C(=O)CC(c1ccccc1)c1ccc(C)cc1O (stereo unspecified)	4	-6	6	i	3	14	-28	19	1	.
34	COc1ccc(/C=C2\N=C(c3ccc(C)cc3)OC2=O)cc1	-1	0	2	i	2	-1	7	3	-2	3
35	O=C(CN1CCN(c2ccccc2)CC1)NCc1ccc(F)cc1	-1	18	-3	i	-56*	-62	-30	36	3	-2
36	O=C1NN(c2ccc(F)cc2)C(=O)/C1=C\C=C\c1ccco1	-8	-35	-4	i	9	13	3	34	-1	-3
37	COc1ccc(C)cc1N(CC(=O)NC(C)c1ccccc1)S(C)(=O)=O (stereo unspecified)	-1	-6	3	i	4	-2	-83	17	-1	5
38	COC(=O)C1=C(C)Nc2ncnn2C1c1ccccn1 (stereo unspecified)	2	0	-3	i	-8	4	-4	3	-1	1
39	Cc1ccc(-c2n[nH]c(=O)c3ccccc23)cc1S(=O)(=O)Nc1ccc(F)cc1	3	10	5	i	.	.	-12	-3	3	3
40	CN(Cc1ccc(-n2cccn2)cc1)Cc1nc(-c2cnccn2)no1	-6	-33	-5	i	-4	24	-21	-16	-2	3
41	N#C/C(=C\c1ccccc1)c1n[nH]c(Cn2cncn2)n1	3	-24	1	i	-16	-9	-10	18	3	.
42	OCCC1CN(Cc2nc3ccccc3s2)CCN1C1CCCCC1 (stereo unspecified)	1	-12	-3	i	0	0	-23	15	0	1
43	Cn1c(N)c(C(=O)CSc2ccccn2)c(=O)n(C)c1=O	1	-23	10	i	-3	-4	0	6	-4	0
44	Cc1[nH]c2ccccc2c1C(=O)C(=O)NC1CC1	-3	12	7	i	-1	-1	-20	30	0	1
45	Cc1ccc(S(=O)(=O)N2CCOCC2)cc1NC(=O)COc1ncnc2ccccc12	-4	4	-2	i	10	10	-18	24	-1	3
46	CCOC(=O)C1CCCN(C2CC(=O)N(c3ccc(C(C)C)cc3)C2=O)C1 (stereo unspecified)	0	9	-7	i	3	-1	-21	6	0	-1
47	O=C(Nc1nc2c(s1)CN(Cc1ccccc1)CC2)C1CCC1	-4	-108	-12	i	5	12	-41	9	2	1
48	COc1[nH]c(/N=C/c2ccccc2)c(C#N)c1C#N	2	-13	-1	i	-2	9	-22	33	-4	5
49	Cc1ccc(NC2CCCN(C(=O)c3cccc4nccnc34)C2)cc1C (stereo unspecified)	-1	6	2	i	3	13	-29	-1	3	-2
50	Cc1ccc(C(=O)Nc2ccnc(-c3cccnc3)n2)cc1	1	-269	-6	i	26	44	-10	26	-3	2
51	CC(C)(C)n1nnnc1CN(Cc1ccc(F)cc1)Cc1ccco1	-1	-5	-2	i	2	15	-8	-1	2	-3
52	CCOc1ccc2oc(=O)cc(CN3CCN(Cc4ccccc4)CC3)c2c1	12	-10	6	i	4	9	-3	-7	-2	2
53	COc1ccc(CCOC(=O)CNC(=O)c2ccc(Cl)cc2Cl)cc1	-3	-15	-1	i	-9	10	-17	65	-1	-2
54	COC(=O)C(Cc1ccccc1)NC(=O)c1ccc(C)cc1 (stereo unspecified)	8	10	-5	i	3	-7	-19	11	1	0
55	CCNC(=S)NNC(=O)c1cccc(Br)c1	-4	-3	-8	i	-1	-1	-27	6	-2	0
56	CCOc1ccc(-n2c(C)nc3cc(C(=O)NCCCN4CCOCC4)ccc32)cc1	-1	-14	-5	i	-10	-30	-11	-6	2	2
57	Cn1c(Nc2ccc(Cl)cc2)cc(=O)n(C)c1=O	9	2	1	i	-10	-1	5	-7	0	0
58	O=C(/C=C/c1ccccc1)NNC(=O)c1cccc(Cl)c1	1	6	2	i	8	-19	0	-4	-4	.
59	Cc1ccc(NC2=C(Cl)C(=O)OC2OC(=O)c2ccc(C)cc2)cc1 (stereo unspecified)	2	5	8	i	12	13	-9	42	2	-1
60	O=C(c1ccccc1N(Cc1ccccc1)S(=O)(=O)c1ccccc1)N1CCOCC1	0	1	4	i	-4	-3	-18	9	-1	3

# (next part)
item	compound	HSP90 inh	aSyn 5UTR inh	IEC-6 tox	PolyA inh	HSF1 inh	HSF-1 act	KLF5 inhibitor	AI-2 QS modul	GSK3B inh	GSK3A inh
61	COC(=O)c1nn(-c2ccccc2)c(=O)cc1Oc1ccccc1	0	17	6	i	-9	-7	-13	23	1	-1
62	COCCN1Cc2cccc(C(=O)Nc3c(C)cccc3C)c2C1=O	4	15	8	i	-6	-24	-15	6	-3	1
63	CCC(C)NC(=O)c1ccccc1NC(=O)CN(c1cc(C)ccc1OC)S(C)(=O)=O (stereo unspecified)	3	-11	-2	i	8	23	-2	-8	2	-3
64	OC(COc1ccc(Cl)cc1)CN1CCN(c2ccccn2)CC1 (stereo unspecified)	.	22	.	i	7	24	.	-4	2	0
65	COc1ccc(CCOC(=O)c2cccc(NC(C)=O)c2)cc1	-5	-24	14	i	8	3	-23	-50	2	0
66	COc1ccc(CCNC(=O)c2ccc(CN3CCOCC3)cc2)cc1	-2	7	-2	i	-1	2	0	0	0	-2
67	CC(=O)c1ccc(N(C(=O)c2csnn2)C(C(=O)NC2CCCC2)c2ccccc2)cc1 (stereo unspecified)	-4	-15	2	i	1	1	-3	16	2	0
68	CC(Oc1cc2oc(=O)c3c(c2cc1Cl)CCCC3)C(=O)NCc1cccnc1 (stereo unspecified)	-1	-26	6	i	-1	11	-4	6	-5	2
69	O=C(CN1CCOc2ccccc21)N1CCN(c2cccc(Cl)c2)CC1	-1	-11	-2	i	11	16	-33	23	0	0
70	CC(SCc1ccccc1)C(=O)Nc1ccccc1 (stereo unspecified)	2	-11	-2	i	-3	-2	-14	-4	-1	-1
71	CCC(C)NC(=O)Nc1ccc2c(c1)N(C)C(=O)c1ccccc1S2 (stereo unspecified)	6	16	1	i	-4	14	-37	9	-2	0
72	COc1ccc2c(c1)CC(C(=O)Nc1ccc(Cl)cc1)/C(=N/O)O2 (stereo unspecified)	1	-33	1	i	-1	-2	10	11	-3	-3
73	C=CCn1c(SCc2c(C)noc2C)nnc1C1COc2ccccc2O1 (stereo unspecified)	-1	6	3	i	0	6	-26	22	-1	-2

# The list is partial (hit frequency here may not be typical).
